# Compound activity deposited in PubChem BioAssay by several laboratories.
# rCAG binder = binders of r(CAG) RNA repeats, primary screen, biochemical, fluorescence; r(CAG) RNA repeat, TO-PRO-1 dye displacement fluorescence; inhibition, % at 3 µM; hit rate 1.3% among 370,000; AID 651821, 2012;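 active = inhibition above the plate cutoff, the mean of all test compounds on that plate plus 3 SD, cut at about 35% in these data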;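 note: 0% = DMSO alone and 100% = 100 µM mitoxantrone as full dye displacement; higher means more dye released from RNA so lower well fluorescence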
# PG9 Ab binder = binders of HIV-1 gp120 antibody PG9, primary screen, biochemical, TR-FRET; AID 624416, 2012; HIV-1 gp120 / PG9 antibody interaction; inhibition, % at 6.7 µM; TR-FRET gp120-PG9 antibody binding; hit rate 0.43% among 360,000; in the data active = inhibition above about 8.5%
# LEDGF integ inh = blockers of LEDGF/p75-dependent integrase strand transfer – biochemical, TR-FRET, high throughput, primary screen. TR-FRET IN-LEDGF/p75 DNA integration, Eu/Cy5. HIV-1 integrase (with human LEDGF/p75). inhibition, % at 3.7 µM. AID 743269, 2014. hit rate 0.64% among 370,000;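 active = inhibition above the screen-wide mean plus 3 SD, cut at about 13% in these data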;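 note: signal is the Cy5 over europium emission ratio at 671 and 618 nm; 0% = plate median of compound wells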
# HTRA1 inh = HTRA1 serine protease inhibitors, primary screen, biochemical, fluorescence polarization, HTS; Q92743; recombinant HTRA1, FP-rhodamine activity-based probe; inhibition, % at 5.96 µM; hit rate 0.5% among 340,000; AID 504803, 2011; in the data active = inhibition above about 36%;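 note: 0% = enzyme with DMSO and 100% = wells lacking enzyme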
# TCR CD3 inh = inhibitors of human TCR-CD3 interaction, primary screen, biochemical, fluorescence, TAMRA-labeled TCR probe; AID 651800, 2012; hit rate 0.37% among 360,000; inhibition, % at 9.4 µM; T-cell receptor (TCR); in the data active = inhibition above about 19%;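 note: recombinant mutant TCR 2C K166C tagged with TAMRA read by polarization; 0% = receptor in buffer alone and 100% = receptor with positive control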
# ABHD4 inh = ABHD4 inhibitors, primary screen, biochemical, fluorescence polarization, mouse; (Lyso)-N-acylphosphatidylethanolamine lipase (Mus musculus), Q8VD66; purified mABHD4, FP-Rh probe fluorescence polarization; inhibition, % at 8.92 µM; hit rate 0.54% among 370,000; AID 720543, 2013;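 active = inhibition exceeding the mean over every tested compound plus 3 SD, cut at about 30% in these data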;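 note: 0% = plate median of compound wells and 100% = S159A mutant with DMSO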
#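 Material: mouse ABHD4 enzyme, wild type; Benchmarks: S159A mutant high control, sample median low control; Buffer or medium: HEPES pH 7.0, NaCl, Pluronic buffer; Signal: fluorescence polarization; Read-out: percent inhibition of probe binding, normalized to plate controls; Timing: pre-incubation 45 min, probe exposure 60 min, at 25 °C; Dosing: 8.92 µM, single dose.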
# NR1D1 modulator = modulators of Rev-erb alpha DNA binding, primary screen, biochemical, FITC-DNA, fluorescence polarization, uHTS; Nuclear receptor subfamily 1 group D member 1 (Homo sapiens), P20393; Rev-erbα–FITC-DNA binding, 90 min; activity, % at 10 µM; hit rate 0.79% among 370,000;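 active = activity above about 14%, limit read from the data; passing the limit was not always enough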;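 note: 0% = DMSO wells with 35 nM protein and 100% = DMSO wells with 750 nM protein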
# Target sequence (P20393 whole entry, looked up): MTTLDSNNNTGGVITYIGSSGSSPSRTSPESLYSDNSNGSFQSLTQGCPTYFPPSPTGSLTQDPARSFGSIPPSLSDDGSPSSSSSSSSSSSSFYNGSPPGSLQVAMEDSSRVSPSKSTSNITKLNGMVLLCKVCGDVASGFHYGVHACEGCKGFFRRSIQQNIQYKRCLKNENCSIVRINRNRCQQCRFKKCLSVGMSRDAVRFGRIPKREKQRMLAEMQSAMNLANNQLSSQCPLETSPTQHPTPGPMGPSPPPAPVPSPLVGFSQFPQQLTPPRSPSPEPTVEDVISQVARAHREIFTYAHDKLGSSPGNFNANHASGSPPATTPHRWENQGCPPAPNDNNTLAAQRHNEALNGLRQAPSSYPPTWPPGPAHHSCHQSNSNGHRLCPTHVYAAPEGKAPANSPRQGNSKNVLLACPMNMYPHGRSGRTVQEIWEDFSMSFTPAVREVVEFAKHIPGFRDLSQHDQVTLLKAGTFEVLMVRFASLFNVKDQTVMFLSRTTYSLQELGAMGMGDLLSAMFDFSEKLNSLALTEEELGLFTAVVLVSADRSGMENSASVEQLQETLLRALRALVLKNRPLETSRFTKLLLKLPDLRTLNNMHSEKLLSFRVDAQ
# SIAE primary = human SIAE inhibitors, primary screen, biochemical, fluorescence polarization, FP-Rh probe, 1536-well HTS; AID 1053197, 2014; inhibition, % at 9.66 µM; Sialate O-acetylesterase (Homo sapiens), Q9HAT2; hit rate 0.69% among 370,000; SIAE FP-Rh probe binding;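 active = inhibition above a cutoff: mean of compounds within the control limits plus 3 SD of those, cut at about 17% in these data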;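 note: 0% = plate median of compound wells and 100% = probe without SIAE protein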
# TDP2 inh = human TDP2 enzyme inhibitors, primary screen, biochemical, epi absorbance, recombinant enzyme; hit rate 0.34% among 370,000; inhibition, % at 12.8 µM; T5PNP hydrolysis, p-nitrophenol absorbance 415 nm;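 active = inhibition above the mean of all tested compounds plus 3 SD, set per campaign, cut at about 25% in these data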;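 note: 0% = DMSO with enzyme and 100% = buffer with substrate but no TDP2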
# Target sequence (O95551 whole entry, looked up): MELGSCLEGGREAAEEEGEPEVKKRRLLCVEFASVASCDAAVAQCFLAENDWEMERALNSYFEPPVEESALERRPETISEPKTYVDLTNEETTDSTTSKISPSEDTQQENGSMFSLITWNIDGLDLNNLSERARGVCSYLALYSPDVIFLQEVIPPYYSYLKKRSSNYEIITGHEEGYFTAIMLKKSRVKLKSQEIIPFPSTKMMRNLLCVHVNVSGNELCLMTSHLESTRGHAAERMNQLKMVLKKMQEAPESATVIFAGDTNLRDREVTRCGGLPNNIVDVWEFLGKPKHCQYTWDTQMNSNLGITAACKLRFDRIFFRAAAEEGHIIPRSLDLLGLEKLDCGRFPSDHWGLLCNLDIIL
#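 Test system: Human TDP2 enzyme | Reagent: 5 mM T5PNP | Compound dosing: 12.8 µM single point, 1% DMSO | Incubation: Enzyme reaction with compound for 2 h at 37 °C | Technique: p-Nitrophenol epi absorbance | Read-out: % inhibition relative to enzyme-containing and enzyme-free wells | Benchmarks: High control without enzyme, low control DMSO plus TDP2 | Replicates: Singlicate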
# PRMT1 inh = PRMT1 methyltransferase inhibitors, primary screen, biochemical, fluorescence polarization. recombinant PRMT1, activity-based probe fluorescence polarization. inhibition, % at 2.79 µM. hit rate 1.3% among 370,000;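 active = inhibition above about 21% made by adding two undisclosed values, limit read from the data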
# Active calls of the source: *; nt = no result given.
SMILES,rCAG binder,PG9 Ab binder,LEDGF integ inh,HTRA1 inh,TCR CD3 inh,ABHD4 inh,NR1D1 modulator,SIAE primary,TDP2 inh,PRMT1 inh
Cc1ccc(-n2nnnc2SCC(=O)Nc2ccccc2-c2ccccc2)cc1C,0,-0.4,0,-47,2,-10,-2,-1,-9,-4
O=C(Nc1ccc(Cl)cc1)c1cccnc1N1CCCCC1,-1,-1.7,-3,-11,2,-2,6,-2,4,-2
CCCCCCC(=O)N/N=C(\C)Cc1ccccc1,-3,0.3,-1,-11,0,-5,-3,6,-2,2
COC(=O)[C@]12C[C@H](CC(=O)N3CCN(C(=O)C4CC4)CC3)C(=O)N(CCC3=CCCCC3)C1=C[C@H](C1CCCC1)O[C@@H]2C,5,nt,-4,nt,nt,1,3,1,-1,5
CC(C)Oc1ccc(CNC(=O)Cn2c(=O)c3cccn3c3cccnc32)cc1,-3,-1.9,4,-3,-4,1,1,-1,-5,-1
Cc1cc(C(F)(F)F)c2c(C)nn(-c3ccccc3)c2n1,1,0.7,1,1,0,-4,-4,2,9,0
CC1=C(C(=O)OC2CCCCC2)C(c2cccc([N+](=O)[O-])c2)NC(=O)N1 (stereo not given),-4,-1.6,-5,-8,-6,-5,-3,-5,-8,6
COCc1cccc(N2C(=O)CC(C3C=C(C)C4C(=O)N(c5cccc(COC)c5)C(=O)C4C3)C2=O)c1 (stereo not given),-3,-2.2,5,-5,-6,-6,-4,-3,-4,5
Oc1ccccc1CNc1cnc2ccccc2c1,3,-4.2,2,-2,1,3,-4,13,-12,10
c1ccc2c(CCN3CCNC[C@H]3Cc3cccc4ccccc34)cccc2c1,11,0.3,-2,-8,2,27,-3,4,7,4
CCS(=O)(=O)c1ccc2c(c1)N(S(=O)(=O)c1ccccc1)CC(C(=O)O)O2 (stereo not given),3,1.3,0,11,4,-2,-3,5,10,-4
CC(C)C[C@@H]1COc2cc(Br)ccc2S(=O)(=O)N1Cc1cn(CCC2OCCCO2)nn1,4,nt,1,nt,nt,-2,3,2,-6,6
Nc1ccn(CC(=O)NCc2ccccn2)c(=O)n1,-2,0.3,2,-2,-4,0,-2,13,2,-3
C/C(=N\NC(=O)c1ccc(Cn2cc([N+](=O)[O-])cn2)o1)c1cccc(NC(=O)c2cccnc2)c1,1,-0.9,-5,-8,-3,1,1,-5,-5,3
COc1cc(C2=NOC(C(=O)NCc3cccs3)C2)cc(OC)c1OC (stereo not given),-6,-1.0,-1,-4,1,-2,2,1,2,-2
Cc1ccc(Nc2nc(C)cc(C)c2C#N)c(C)c1,1,0.9,-3,-1,8,-3,-9,0,5,-2
NS(=O)(=O)c1ccc(S(=O)(=O)NCCc2ccccc2)cc1,4,-1.9,0,-2,2,-5,-4,0,-19,5
Cc1ccc(C)c(NC(=O)C2CCN(C(=O)c3cccs3)CC2)c1,-3,-0.2,1,-1,2,4,-3,4,17,1
Cc1cccc(-c2ccc([N+](=O)[O-])cc2CN2CCN(c3ncc(Cc4ccccc4)cn3)CC2)c1,9,-2.6,7,nt,6,1,0,-11,-21,0
COc1cc(/C=C/C(=O)N2CCOCC2)ccc1OCc1ccccc1,0,-3.1,-1,-7,6,1,-2,-2,3,-3
CC(=O)Oc1ccc(C(=O)Nc2ccc3c(c2)C(=O)N(CCC(=O)O)C3=O)cc1,2,-0.7,-1,1,7,-3,-2,-3,2,-5
O=[N+]([O-])c1cc(S(=O)(=O)NCCN2CCOCC2)ccc1Cl,6,0.0,2,7,-4,-6,5,-6,-10,-2
CCOc1ccc(-n2nnc3c(=O)n(CC(=O)c4ccccc4)cnc32)cc1,5,0.4,0,-6,-9,-13,5,-5,1,8
Cc1csc(=O)n1CCC(=O)N(C)Cc1c(F)cccc1Cl,-1,0.6,4,0,-6,-3,0,2,-4,-2
C/C(=N\NC(=O)Cn1nc(C)cc1C)c1ccc([N+](=O)[O-])cc1,-3,-0.5,-3,0,5,1,2,0,-5,0
COc1cc(-c2cc(-c3ccc(O)cc3)nc(N)c2C#N)ccc1O,6,-0.5,1,1,4,-6,-5,-20,9,1
CCOC(=O)c1c(C)[nH]c(C)c1C(=O)Cn1nnc(-c2ccccc2C)n1,0,-1.9,3,-34,-1,-8,-1,-6,-5,-2
Cc1ccc(S(=O)(=O)N(C)C)cc1NC(=O)COC(=O)CSc1ccccc1,-3,-1.2,4,2,2,1,-7,13,0,-1
Cc1cc(OC(=O)c2cc(F)c(F)cc2Cl)nc(C)n1,1,-2.1,2,7,-1,7,-5,19*,5,-2
COc1cc(-c2nc3cnccn3c2Nc2ccccc2)ccc1O,18,-0.4,7,1,-11,13,-4,4,-13,1
CC(Oc1ccc(Cl)cc1Cl)C(=O)NNC(=O)[C@@H]1CCCC[C@@H]1C(=O)O (stereo not given in full),-2,0.6,-2,-3,-4,1,-1,2,5,0
COc1cc(/C=N/NS(=O)(=O)c2ccccc2)ccc1OS(=O)(=O)c1ccc(C)cc1,6,1.1,-2,4,3,6,-2,1,0,2
CC(=O)c1cccc(N(C(=O)c2ccco2)C(C(=O)NC2CCCC2)c2cccs2)c1 (stereo not given),-3,-0.9,-6,4,7,2,-10,13,-3,-2
Cc1nc2ccccc2c(=O)n1-c1ccc(NS(=O)(=O)c2ccccc2)cc1,3,1.4,-1,3,2,-1,1,-1,0,-1
CC(C)C[C@H](N)c1cn([C@@H](CCCCN)C(=O)N2CCNCC2)nn1,3,-1.5,-4,4,8,8,3,-9,-7,1
CCOCCCN(C(=O)c1snc(C(N)=O)c1N)C(C(=O)NC1CCCC1)c1ccc(OC)cc1 (stereo not given),-1,0.0,8,7,-5,-6,2,14,2,-3
CCOC(=O)C1=C(CN2CCCCC2)NC(=O)NC1c1cc(C)ccc1C (stereo not given),-7,-3.0,9,3,0,-8,1,6,-3,-2
COc1ccc(NC(=O)CSCC(=O)Nc2ccc(C)c(S(=O)(=O)N3CCCCCC3)c2)cc1,4,0.2,4,-15,0,-3,-6,10,1,-2
CN1CCN(c2cc(N3CCc4ccccc4C3)c(F)cc2[N+](=O)[O-])CC1,-6,-0.8,3,8,-5,9,12,2,-12,4
Cc1ccc(-c2cc(C(F)(F)F)c(C#N)c(SCC(=O)O)n2)cc1,48*,-3.1,3,-3,2,0,-2,8,14,-1

# Ordered by value in HTRA1 inh (falling): some entries from above
SMILES,PG9 Ab binder,LEDGF integ inh,HTRA1 inh,TCR CD3 inh,NR1D1 modulator,SIAE primary,TDP2 inh,PRMT1 inh
Cc1nc2ccccc2c(=O)n1-c1ccc(NS(=O)(=O)c2ccccc2)cc1,1.4,-1,3,2,1,-1,0,-1
CC(Oc1ccc(Cl)cc1Cl)C(=O)NNC(=O)[C@@H]1CCCC[C@@H]1C(=O)O (stereo not given in full),0.6,-2,-3,-4,-1,2,5,0
COc1ccc(NC(=O)CSCC(=O)Nc2ccc(C)c(S(=O)(=O)N3CCCCCC3)c2)cc1,0.2,4,-15,0,-6,10,1,-2

# Next section.
SMILES,rCAG binder,PG9 Ab binder,LEDGF integ inh,HTRA1 inh,TCR CD3 inh,ABHD4 inh,NR1D1 modulator,SIAE primary,TDP2 inh,PRMT1 inh
CCOc1ccc(C(=O)O/N=C(\N)c2ccccn2)cc1,-4,0.3,4,-18,-10,-18,-5,-5,-19,5
O=C1N/C(=C/c2ccc(N3CCOCC3)o2)C(=O)N1c1cccc(Cl)c1,14,-4.3,3,-2,-2,-15,2,2,4,30*
CCc1noc(C)c1C(=O)Nc1cc(Cl)ccc1N1CCCC1,-2,0.3,0,-11,2,-4,-1,11,8,-2
Cc1nn2c(N3CCCC3)cc(C(C)C)nc2c1-c1ccccc1,0,-0.6,3,0,1,-10,-1,-2,-9,5
COc1ccc(NC(=O)Nc2ccccc2)cc1S(=O)(=O)N1CCCCC1,7,0.7,1,-12,2,-5,1,2,5,1
CCc1nc2cccnc2n1-c1ccc(CC(=O)NCCOC)cc1,4,-0.5,-2,7,8,4,0,2,-3,5
O=C(CCN1C(=O)/C(=C\c2cccc(Br)c2)SC1=S)N1CCOCC1,1,-0.4,-1,3,9,1,-4,6,0,-4
Cc1noc(C)c1COC(=O)c1cccnc1SCC(=O)Nc1ccc2c(c1)OCO2,0,0.9,-1,0,-3,7,-3,-4,-1,2
COc1ccccc1CNC(=O)c1cc(-c2cc(F)ccc2OC(C)C)n[nH]1,3,1.4,1,nt,3,-26,-1,-10,2,-4
Cc1ccc2nc(CN(C)C(=O)[C@@H](Cc3ccccc3)NC(=O)[C@H]3O[C@@H](n4cnc(C(N)=O)n4)[C@H](O)[C@@H]3O)[nH]c2c1,5,-0.3,7,nt,-1,-9,3,68*,-12,-4
CCOc1ccccc1N1CCN(Cc2cn[nH]c2-c2ccc(F)cc2)CC1,-6,1.4,-5,-3,-6,-4,-3,1,6,4
CCOC(=O)[C@]12CCCC=C1N(Cc1ccccc1)C(=O)[C@H](CC(=O)N1CCCCCC1)C2,-2,-2.0,23*,nt,-3,8,-1,0,4,2
COc1ccc(C2(C(=O)NCc3ccccc3Cl)CCOCC2)cc1OC,-3,-2.0,4,-1,-2,-4,0,7,3,3
O=C(c1cccc(C(=O)N2CCC(O)(c3ccccc3)CC2)c1)N1CCC(O)(c2ccccc2)CC1,-5,-1.7,1,nt,8,3,6,-6,-6,-4
O=C1COc2ccc(C(=O)COC(=O)Cc3ccsc3)cc2N1,-2,-0.9,4,5,4,-1,5,-9,-9,-2
CC(=O)NC(Cc1ccccc1)C(C)=O (stereo not given),-1,-0.7,1,3,6,7,-1,-4,7,-1
CC(C)CCC1(CCNC(C)c2cccs2)CCOC(C)(C)C1 (stereo not given),-8,2.7,3,-4,0,0,-1,-6,-13,4
O=C(NC1=NCCS1)c1cccc(NC(=O)c2ccco2)c1,5,-1.1,0,0,1,-20,-1,-6,-7,7
Cc1ccc2c(c1)C(=O)c1c(C(=O)O)cccc1-2,1,-1.4,1,1,2,4,-1,1,8,1
CC(=O)Nc1ccc(NC(=O)N(c2ccccc2)c2ccccc2)cc1,-2,-0.1,3,7,10,6,3,11,7,0
COc1cc(C(CC(=O)Nc2cc(C)ccn2)N2Cc3ccccc3C2=O)cc(OC)c1OC (stereo not given),-2,-0.8,-2,8,-2,-4,0,6,-8,-1
Cc1ccc(CSc2nc3c(c(=O)[nH]2)CCC3)cc1,-3,-0.5,2,0,5,-6,2,3,-4,-3
COc1cccc(C2CC3(CC(C)(C)NC(=S)N3)Oc3cc(O)ccc32)c1 (stereo not given),0,2.2,0,-8,3,2,-1,2,2,3

# Not all compounds are listed (hit frequency here may not be typical).
